Bioassay records deposited in PubChem by several laboratories.
FBA Mtb inh = Mtb FBA enzyme inhibitors, primary screen, biochemical, fluorescence, strain H37Rv. Fructose-bisphosphate aldolase (Mycobacterium tuberculosis (strain ATCC 25618 / H37Rv)), …. purified M. tuberculosis FBA, fluorescence read-out. inhibition, % at 1 µM. 2.3% of 360,000 active; in the data active means inhibition above about 27%;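 further: 0% = vehicle and 100% = reference inhibitor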
Target sequence (P9WQA3 whole entry, looked up): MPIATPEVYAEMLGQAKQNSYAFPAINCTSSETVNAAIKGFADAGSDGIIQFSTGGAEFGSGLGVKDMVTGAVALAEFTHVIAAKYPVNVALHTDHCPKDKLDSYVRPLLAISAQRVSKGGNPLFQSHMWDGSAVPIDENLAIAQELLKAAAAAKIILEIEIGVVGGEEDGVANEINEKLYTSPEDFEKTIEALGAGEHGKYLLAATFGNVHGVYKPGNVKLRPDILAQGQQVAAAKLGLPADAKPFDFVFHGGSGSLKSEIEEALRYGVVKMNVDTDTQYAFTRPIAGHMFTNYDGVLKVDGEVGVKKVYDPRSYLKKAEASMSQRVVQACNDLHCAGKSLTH
DUSP3 inh = VHR1 phosphatase inhibitors, primary screen, biochemical, absorbance, uHTS; Dual specificity protein phosphatase 3 (Homo sapiens), P51452; recombinant VHR phosphatase, pNPP absorbance; inhibition, % at 13.3 µM; 0.52% of 290,000 active; in the data active means inhibition above about 50%; further: some compounds called inactive have numbers as strong as hits
Target sequence (P51452 whole entry, looked up): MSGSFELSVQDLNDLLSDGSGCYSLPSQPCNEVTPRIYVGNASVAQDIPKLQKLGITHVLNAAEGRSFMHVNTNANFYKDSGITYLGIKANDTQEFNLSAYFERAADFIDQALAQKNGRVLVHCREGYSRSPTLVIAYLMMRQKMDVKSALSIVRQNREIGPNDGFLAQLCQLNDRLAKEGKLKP
GDH-TPI inh = GDH-TPI coupling enzyme inhibitors, primary screen, artefact control for M. tuberculosis FBA inhibitor project, biochemical, absorbance, full deck; GDH-TPI coupled enzyme counterscreen, NADH absorbance; inhibition, % at 4.8 µM; 1.2% of 360,000 active; AID 588335, 2011;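 further: 0% = DMSO wells and 100% = wells lacking the enzyme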
BoNT F protease = BoNT/F light chain protease inhibitors, primary screen, biochemical, flow cytometry, MLPCN library. Multiplex microsphere protease cleavage assay. inhibition, % at 10 µM. 0.22% of 360,000 active; in the data active means inhibition above about 35%, passing the limit was not always enough; inconclusive means no clear call, values can overlap the other calls; further: plate controls were buffer without enzyme for full effect and enzyme alone for no effect
BioA inh = M. tuberculosis BioA enzyme inhibitors, primary screen, biochemical, plate reader, single point, HTS | 7,8-diaminopelargonic acid synthase BioA (Mycobacterium tuberculosis) | purified M. tuberculosis BioA enzyme | inhibition, % at 9.99 µM | 0.096% of 360,000 active; in the data active means inhibition above about 40%; inconclusive means no clear call, values can overlap the other calls
Mtb UGM inh = M. tuberculosis UGM enzyme inhibitors, primary screen, biochemical, fluorescence polarization, single point. 0.06% of 320,000 active. inhibition, % at 10 µM. AID 504406, 2011. purified UGM, fluorescence polarization probe displacement; in the data active means inhibition above about 10%, passing the limit was not always enough; inconclusive means no clear call, values can overlap the other calls
Target sequence (P9WIQ1 whole entry, looked up): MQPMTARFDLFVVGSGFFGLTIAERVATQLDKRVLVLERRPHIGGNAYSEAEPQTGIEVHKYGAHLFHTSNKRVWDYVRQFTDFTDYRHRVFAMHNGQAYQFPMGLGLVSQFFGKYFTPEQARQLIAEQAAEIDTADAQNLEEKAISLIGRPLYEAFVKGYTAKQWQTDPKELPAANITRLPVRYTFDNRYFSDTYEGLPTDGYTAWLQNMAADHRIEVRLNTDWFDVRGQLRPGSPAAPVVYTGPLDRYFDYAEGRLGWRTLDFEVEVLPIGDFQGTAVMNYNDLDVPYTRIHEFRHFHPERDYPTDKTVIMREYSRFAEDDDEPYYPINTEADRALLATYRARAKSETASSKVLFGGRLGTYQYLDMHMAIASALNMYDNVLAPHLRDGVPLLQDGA
MazF activator = activators of E. coli MazEF toxin-antitoxin RNase, primary screen, biochemical, fluorescence, uHTS; activation, % at 20 µM; 0.32% of 350,000 active; FAM/BHQ RNA-DNA oligo cleavage fluorescence, 5 h; in the data active means activation above about 50%
Rv3671c inh = Rv3671c serine protease inhibitors, primary screen, biochemical, fluorescence polarization, M. tuberculosis H37Rv; P9WHR9; inhibition, % at 5.96 µM; 0.048% of 320,000 active; in the data active means inhibition above about 38%;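 further: extracellular domain of Rv3671c used as enzyme; 0% = enzyme with DMSO and 100% = no enzyme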
FadD28 binding = inhibitors of FadD28 bisubstrate probe binding, primary screen, biochemical, fluorescence polarization, single point; Mycobacterium tuberculosis FadD28 fatty-acid-AMP ligase; inhibition, % at 12.5 µM; 0.22% of 360,000 active; in the data active means inhibition above about 8.5%, passing the limit was not always enough; inconclusive means no clear call, values can overlap the other calls
CCHF vOTU inh = CCHFV vOTU protease inhibitors, primary screen, biochemical, Pep-AMC substrate, fluorescence; Crimean-Congo hemorrhagic fever virus L polyprotein viral ovarian tumor (vOTU) protease …; inhibition, % at 11.5 µM; 0.55% of 370,000 active; further: 0% = vehicle wells with enzyme and 100% = no enzyme wells
An asterisk follows results filed as active; ? = inconclusive; / = no result given; + = active, no number. Unless noted, no stated cut-off is given here; in the data, active means inhibition above about 30%; inactive means the rest. No enrichment for hits, and some 4.9% of all compounds hit somewhere here.

Order of values – FBA Mtb inh	DUSP3 inh	GDH-TPI inh	BoNT F protease	BioA inh	Mtb UGM inh	MazF activator	Rv3671c inh	FadD28 binding	CCHF vOTU inh
- N=c1ccn2c(n1)OC1C(O)C(CO)OC12 (stereo not drawn)
    -2	16	-12	-1	-0.8	1.6	2	0	-4.3	-4
- CCCCn1c(=O)nc2n(-c3ccccc3C)c3ccccc3cc-2c1=O
    61*	-2	7	3	0.0	-2.0	-2	3	-2.0	-17
- O=C(CSc1ccccc1)NNC(=O)c1ccccc1O
    4	1	6	-7	-0.3	-0.1	0	3	-2.5	2
- COc1cccc(C(=O)Nc2cccc(-c3nnc(-c4ccccc4)o3)c2)c1
    -6	/	5	-1	-1.5	-1.1	-28	2	-1.3	0
- COc1ccc([C@H]2C[C@@H](O)[C@H](n3cc(COC(=O)c4ccccc4)nn3)CN2CC2CCCCC2)cc1
    1	/	8	-7	-2.4	/	-11	/	-2.1	26
- COc1ccc2ccccc2c1CNC(=O)CC1C(=O)NCCN1CC(C)C (stereo not drawn)
    5	8	11	-2	-1.8	6.2	3	-3	-2.3	-7
- COc1cccc(C(=O)NC(=S)N2c3ccccc3CC2C)c1OC (stereo not drawn)
    -2	-7	12	-3	-1.1	2.3	8	0	/	21
- O=c1c2ccccc2oc2cc(-c3ccc4cc[nH]c4c3)ccc12
    17	/	15	3	-1.3	2.9	-16	-30	-1.5	-9
- O=C(COC(=O)c1cccc(S(=O)(=O)NCc2ccccc2)c1)NCC1CCCO1 (stereo not drawn)
    1	11	8	0	0.5	0.1	0	1	-3.0	19
- CCc1cccc2c1NC1(CCCC1)CC2C (stereo not drawn)
    3	-19	1	/	0.1	0.3	1	4	-2.3	1

Additional results follow.
Order of values – FBA Mtb inh	DUSP3 inh	GDH-TPI inh	BoNT F protease	BioA inh	Mtb UGM inh	MazF activator	Rv3671c inh	FadD28 binding	CCHF vOTU inh
- Cc1cc2cc3c(cc2nc1SCC(=O)N1CCOCC1)OCO3
    -2	13	17	-6	0.1	0.6	8	-3	-0.3	6
- COc1cccc(N2CC(NC(=O)C(=O)c3c[nH]c4ccccc34)CC2=O)c1 (stereo not drawn)
    1	/	14	/	0.4	-2.6	4	4	-3.4	-1
- Cc1ccc(-c2nc(N)sc2C)cc1
    -4	3	1	-4	/	-2.0	1	-9	-2.5	-6
- Cc1ncoc1C(=O)NC1CC(C)(C)Cc2c1cnn2-c1ccc(F)cc1 (stereo not drawn)
    3	53*	12	-1	2.3	3.4	-4	-3	-1.5	-2
- Nc1nonc1/C(=N/O)N1CCCC1
    -3	15	-1	-12	-2.6	3.6	-4	0	-3.6	-21
- C/C=C/c1ccc(OCCCCNCc2ccco2)c(OC)c1
    3	12	2	-21	-0.2	-0.9	3	-7	-1.2	7
- Cc1[nH]c2c(C(=O)N3CCCC(CCC(=O)NCc4ccccc4F)C3)cccc2c1C (stereo not drawn)
    3	23	8	-4	-0.3	2.4	-6	-2	-1.8	9
- COc1ccc(CCNC(=O)/C=C/c2ccc(C)cc2)cc1OC
    -1	13	9	6	0.9	-3.6	4	2	0.1	9
- O=C(CCN1C(=O)C2C3C=CC(C3)C2C1=O)NCC1CCCO1 (stereo not drawn)
    4	10	-6	2	-1.1	-1.0	-1	6	-1.6	16
- COc1ccc(OCCCSc2ncccn2)cc1
    1	18	-3	-4	-0.9	0.1	4	-3	-1.2	-6

Structural class: those above containing a halogen.
Order of values – FBA Mtb inh	DUSP3 inh	GDH-TPI inh	BoNT F protease	BioA inh	Mtb UGM inh	MazF activator	Rv3671c inh	FadD28 binding	CCHF vOTU inh
- Cc1ncoc1C(=O)NC1CC(C)(C)Cc2c1cnn2-c1ccc(F)cc1 (stereo not drawn)
    3	53*	12	-1	2.3	3.4	-4	-3	-1.5	-2
- Cc1[nH]c2c(C(=O)N3CCCC(CCC(=O)NCc4ccccc4F)C3)cccc2c1C (stereo not drawn)
    3	23	8	-4	-0.3	2.4	-6	-2	-1.8	9

Further results.
Order of values – FBA Mtb inh	DUSP3 inh	GDH-TPI inh	BoNT F protease	BioA inh	Mtb UGM inh	MazF activator	Rv3671c inh	FadD28 binding	CCHF vOTU inh
- Cc1cnc(CNC(=O)c2ccc3oc(C(C)C)nc3c2)[nH]1
    3	13	6	/	-0.8	0.4	1	2	-1.4	1
- CCC(=O)Oc1ccc2c(C)c(Cl)c(=O)oc2c1
    +	-18	4	-4	1.9	2.4	3	7	-5.6	-265
- C=CCN1C2CCCC1CC(NC(=S)Nc1ccc(Cl)cc1)C2 (stereo not drawn)
    -3	12	12	-4	/	-0.6	12	-9	-2.4	-4
- COc1ccc(N2C(=O)CSC2c2ccc(F)cc2)cc1 (stereo not drawn)
    0	10	1	0	0.4	2.2	-1	-2	0.4	-7
- COc1cc(CC(=O)NCCCc2ccccc2)cc(OC)c1OC
    1	39	14	-7	-3.4	-2.5	2	2	-0.9	-6
- COc1cccc(OC)c1C(=O)Nc1ccc(N2CCN(C(=O)c3cccs3)CC2)cc1
    0	17	0	-2	-0.2	-0.4	-5	-11	0.1	-2
- COc1ccc(-c2coc3cc(OC(=O)N4CCOCC4)ccc3c2=O)cc1
    0	-27	2	0	-1.6	-0.2	-3	-11	-0.9	-10
- O=C(Nc1ccccc1Cl)NN1CCCCCC1
    4	/	9	8	2.3	/	0	/	-6.4	18
- Clc1ccccc1-c1ncc(-c2ccccc2)o1
    11	10	-2	?	-0.5	-1.7	-5	-1	-2.5	-4
- COCCNC(=O)COc1ccc(C)cc1C
    2	22	19	8	-0.1	-1.6	4	-4	-1.3	3

Next section
Order of values – FBA Mtb inh	DUSP3 inh	GDH-TPI inh	BoNT F protease	BioA inh	Mtb UGM inh	MazF activator	Rv3671c inh	FadD28 binding	CCHF vOTU inh
- Cc1cc(Cl)ccc1OC(C)C(=O)OCC(=O)c1ccc[nH]1 (stereo not drawn)
    -2	/	-4	/	0.1	-1.0	7	-4	-0.3	8
- Cc1ccc(S(=O)(=O)N2C[C@H]3C(=O)C[C@@H](c4cccc5ccccc45)N(S(=O)(=O)c4ccc(C)cc4)[C@H]3C[C@H]2c2ccc(Cl)cc2)cc1
    0	/	11	-6	-1.2	/	-10	/	-2.5	23
- Cc1ccc(-n2nnnc2SC(C)C(=O)Nc2ccc(Cl)cn2)cc1 (stereo not drawn)
    1	19	11	5	-0.2	-0.4	-16	-2	0.0	15
- O=C(NCc1ccco1)c1sc2cc(Cl)ccc2c1Cl
    1	-1	8	22	-2.0	1.7	-12	-23	-0.7	5
- O=c1cnnc(Nc2ccccc2F)[nH]1
    2	18	2	-6	-1.9	2.7	-13	2	-0.4	2
- C#CCOCCOCCOCCNc1nc(N2CCN(C(=O)C([C@@H](C)CC)n3cc(C(N)CC(C)C)nn3)CC2)nc(N2CCN(C(=O)[C@H](CCC(=O)O)n3cc(C(N)CC(C)C)nn3)CC2)n1 (stereo partly drawn)
    0	28	5	-3	-1.9	-1.0	7	6	-3.0	/
- Cc1noc(C)c1S(=O)(=O)N1CCC(C(=O)N2CCN(c3ccc(F)cc3)CC2)CC1
    /	15	/	/	/	-0.4	-9	-3	/	/
- CCOc1ccc(Cl)cc1CNCCCSc1ncccn1
    0	-20	-4	-15	0.8	-0.8	6	12	-3.5	-6
- Cc1ccc(NC(=O)c2cc(-c3cc(C)c(C)cc3O)n[nH]2)cc1C
    0	20	1	-23	-1.6	1.8	-10	-4	-1.3	-13
- O=C(CSc1nnc(-c2cccs2)n1-c1ccccc1)NCC1CCCO1 (stereo not drawn)
    -4	5	4	0	1.6	0.5	4	-7	-3.1	-2
- O=C(NCc1cccs1)c1ccc(N2CCCC2=O)cc1
    1	10	5	-18	0.0	-1.7	1	7	-1.1	4
- COCCN(C(=S)Nc1cccc(OC)c1)C(C)c1cccs1 (stereo not drawn)
    0	8	0	-8	/	-1.6	2	-10	-1.5	5
- O=S(=O)(NCCCc1ccccc1)c1ccc(F)c(F)c1
    -1	-5	4	4	2.5	-0.4	4	-3	-0.5	17

Sorted by SMILES length (high to low): part of the list above.
Order of values – FBA Mtb inh	DUSP3 inh	GDH-TPI inh	BoNT F protease	BioA inh	Mtb UGM inh	MazF activator	Rv3671c inh	FadD28 binding	CCHF vOTU inh
- Cc1ccc(S(=O)(=O)N2C[C@H]3C(=O)C[C@@H](c4cccc5ccccc45)N(S(=O)(=O)c4ccc(C)cc4)[C@H]3C[C@H]2c2ccc(Cl)cc2)cc1
    0	/	11	-6	-1.2	/	-10	/	-2.5	23
- Cc1noc(C)c1S(=O)(=O)N1CCC(C(=O)N2CCN(c3ccc(F)cc3)CC2)CC1
    /	15	/	/	/	-0.4	-9	-3	/	/
- Cc1ccc(NC(=O)c2cc(-c3cc(C)c(C)cc3O)n[nH]2)cc1C
    0	20	1	-23	-1.6	1.8	-10	-4	-1.3	-13
- Cc1ccc(-n2nnnc2SC(C)C(=O)Nc2ccc(Cl)cn2)cc1 (stereo not drawn)
    1	19	11	5	-0.2	-0.4	-16	-2	0.0	15
- Cc1cc(Cl)ccc1OC(C)C(=O)OCC(=O)c1ccc[nH]1 (stereo not drawn)
    -2	/	-4	/	0.1	-1.0	7	-4	-0.3	8
- COCCN(C(=S)Nc1cccc(OC)c1)C(C)c1cccs1 (stereo not drawn)
    0	8	0	-8	/	-1.6	2	-10	-1.5	5
- O=S(=O)(NCCCc1ccccc1)c1ccc(F)c(F)c1
    -1	-5	4	4	2.5	-0.4	4	-3	-0.5	17
- O=C(NCc1cccs1)c1ccc(N2CCCC2=O)cc1
    1	10	5	-18	0.0	-1.7	1	7	-1.1	4
- CCOc1ccc(Cl)cc1CNCCCSc1ncccn1
    0	-20	-4	-15	0.8	-0.8	6	12	-3.5	-6
- O=c1cnnc(Nc2ccccc2F)[nH]1
    2	18	2	-6	-1.9	2.7	-13	2	-0.4	2
- COCCNC(=O)COc1ccc(C)cc1C
    2	22	19	8	-0.1	-1.6	4	-4	-1.3	3
